High-throughput results as filed in PubChem BioAssay.
NSD2 block: inhibitors of human NSD2, primary screen, biochemical, plate reader, single point; AID 624260, 2012; Histone-lysine N-methyltransferase NSD2 (Homo sapiens), O96028; hit rate 0.07% among 44,000; NSD2-SET H3K36me1 DELFIA fluorescence; inhibition, % at 12.5 µM; in the data active = inhibition above about 54%, passing the limit was not always enough; inconclusive = no clear call, values can overlap the other calls;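 note: inhibitors reduce the monomethyl H3K36 fluorescence signal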
Target sequence (O96028 whole entry, looked up): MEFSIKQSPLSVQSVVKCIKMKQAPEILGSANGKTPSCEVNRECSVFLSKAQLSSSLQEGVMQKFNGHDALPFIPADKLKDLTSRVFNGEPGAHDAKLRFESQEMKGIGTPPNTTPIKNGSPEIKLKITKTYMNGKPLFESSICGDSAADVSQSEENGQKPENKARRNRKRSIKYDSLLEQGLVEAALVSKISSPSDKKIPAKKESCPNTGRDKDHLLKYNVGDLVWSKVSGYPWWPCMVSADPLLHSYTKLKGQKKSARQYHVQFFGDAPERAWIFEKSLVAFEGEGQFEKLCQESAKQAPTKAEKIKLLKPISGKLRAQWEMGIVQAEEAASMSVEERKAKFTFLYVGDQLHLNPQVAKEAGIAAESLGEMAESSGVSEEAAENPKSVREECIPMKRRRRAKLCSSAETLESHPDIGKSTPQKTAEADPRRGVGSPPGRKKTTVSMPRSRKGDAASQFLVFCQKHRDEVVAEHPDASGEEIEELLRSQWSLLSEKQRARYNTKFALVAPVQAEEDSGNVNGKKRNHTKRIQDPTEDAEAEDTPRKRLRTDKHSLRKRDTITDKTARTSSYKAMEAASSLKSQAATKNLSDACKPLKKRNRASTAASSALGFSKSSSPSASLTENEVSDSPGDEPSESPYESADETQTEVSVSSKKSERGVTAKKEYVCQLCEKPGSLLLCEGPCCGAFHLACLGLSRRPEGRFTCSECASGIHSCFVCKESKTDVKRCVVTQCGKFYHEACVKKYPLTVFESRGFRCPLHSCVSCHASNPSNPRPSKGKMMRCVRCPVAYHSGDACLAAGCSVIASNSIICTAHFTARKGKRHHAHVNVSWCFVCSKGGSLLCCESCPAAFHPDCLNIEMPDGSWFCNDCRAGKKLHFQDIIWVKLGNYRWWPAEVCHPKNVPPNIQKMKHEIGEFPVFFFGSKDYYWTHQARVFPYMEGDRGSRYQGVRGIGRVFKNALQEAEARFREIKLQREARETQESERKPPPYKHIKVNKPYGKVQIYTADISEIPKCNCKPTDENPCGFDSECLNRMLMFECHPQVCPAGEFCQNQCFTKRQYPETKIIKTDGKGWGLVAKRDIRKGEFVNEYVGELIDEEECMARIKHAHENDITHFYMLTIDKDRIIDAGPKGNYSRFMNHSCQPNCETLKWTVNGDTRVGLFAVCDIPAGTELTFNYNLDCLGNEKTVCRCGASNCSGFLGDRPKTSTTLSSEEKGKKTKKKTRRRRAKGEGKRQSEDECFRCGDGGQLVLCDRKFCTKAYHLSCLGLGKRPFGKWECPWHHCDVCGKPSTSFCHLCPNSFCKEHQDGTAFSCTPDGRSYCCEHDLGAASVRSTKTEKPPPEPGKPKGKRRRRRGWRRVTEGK
An asterisk follows results filed as active; ? = inconclusive. Only part of the results is shown, so the mix of outcomes need not match the whole.

NSD2 block,Molecule
4,C[C@H]1CN([C@@H](C)CO)C(=O)c2cc(NC(=O)Nc3ccccc3)ccc2O[C@@H]1CN(C)Cc1ccc(C(=O)O)cc1
0,C[C@@H]1CCCCO[C@H](CN(C)Cc2ccc3c(c2)OCO3)[C@H](C)CN([C@@H](C)CO)C(=O)c2cc(NC(=O)Cc3ccccc3)ccc2O1
-5,C=CCN1C(=O)[C@@]2(O[C@@H](CCn3cc(CCO)nn3)[C@H]([Si](C)(C)c3ccc(OC)cc3)[C@H]2C)c2ccccc21
-2,C[C@@H]1CN([C@H](C)CO)C(=O)c2cccc(NC(=O)Nc3ccc(C(F)(F)F)cc3)c2O[C@@H]1CN(C)S(=O)(=O)c1ccccc1
0,C[C@@H]1CN([C@@H](C)CO)C(=O)c2cccc(NC(=O)Nc3cccc4ccccc34)c2O[C@H]1CN(C)S(=O)(=O)c1ccc(Cl)cc1
-3,Cc1ccc(-c2ccc3c(c2)O[C@@H](CN(C)C(=O)NC(C)C)[C@H](C)CN([C@H](C)CO)S3(=O)=O)cc1
5,C[C@@H]1CN([C@H](C)CO)C(=O)c2cc(-c3cccnc3)cnc2O[C@@H]1CN(C)Cc1ccccc1
5,C[C@@H]1CN([C@@H](C)CO)S(=O)(=O)c2ccc(C#CC3CC3)cc2O[C@H]1CN(C)C(=O)c1cnccn1

Going on with the list:
NSD2 block,Molecule
7,COc1ccc(NC(=O)Nc2ccc3c(c2)[C@H]2C[C@@H](CC(=O)N[C@@H](C)c4ccccc4)O[C@H](CO)[C@H]2O3)cc1
1,C[C@H]1CN([C@@H](C)CO)S(=O)(=O)c2ccc(-c3cccc(C#N)c3)cc2O[C@@H]1CN(C)Cc1ccccn1
-4,COc1ccc(NC(=O)N(C)C[C@H]2Oc3ccc(NS(=O)(=O)c4cn(C)cn4)cc3C(=O)N([C@@H](C)CO)C[C@H]2C)cc1
4,COc1ccc(S(=O)(=O)N(C)C[C@@H]2Oc3ccc(NC(=O)NC(C)C)cc3C(=O)N([C@H](C)CO)C[C@H]2C)cc1
-1,C[C@@H]1CN([C@@H](C)CO)C(=O)CCCn2cc(nn2)CO[C@H]1CN(C)Cc1ccc(Cl)c(Cl)c1
5,Cc1noc(C)c1S(=O)(=O)Nc1ccc2c(c1)C(=O)N([C@@H](C)CO)C[C@@H](C)[C@@H](CN(C)S(=O)(=O)c1cn(C)cn1)OCCCC[C@@H](C)O2
-2,Cc1ccc(S(=O)(=O)N(C)C[C@H]2OCCCC[C@H](C)Oc3ccc(NC(=O)c4ccncc4)cc3C(=O)N([C@H](C)CO)C[C@H]2C)cc1
5,COc1cc(N)c(Cl)cc1C(=O)OCCCN1CCCCC1

The results go on:
NSD2 block,Molecule
-8,CC(C)CC#Cc1cnc2c(c1)C(=O)N([C@@H](C)CO)C[C@H](C)[C@@H](CN(C)C(=O)Cc1ccncc1)O2
-14,O=C1O[C@@H](c2ccccc2)[C@@H](c2ccccc2)N2[C@@H](c3ccc(OCCO)cc3)[C@]3(C(=O)Nc4ccc(C#CC5(O)CCCCCC5)cc43)[C@@H](C(=O)O)[C@H]12
-6,C[C@H]1CN([C@@H](C)CO)C(=O)Cc2cc(NS(C)(=O)=O)ccc2O[C@@H]1CN(C)Cc1ccc(-c2ccccc2)cc1
7,C[C@@H]1CN([C@@H](C)CO)C(=O)Cc2cc(NC(=O)Nc3ccc(C(F)(F)F)cc3)ccc2O[C@@H]1CN(C)C
0,C[C@@H]1CN([C@@H](C)CO)C(=O)c2cc(NS(=O)(=O)c3cn(C)cn3)ccc2O[C@@H](C)CCCCO[C@H]1CN(C)C(=O)C1CCCCC1
-7,C[C@H](CO)N1C[C@H](C)[C@@H](CN(C)Cc2ccc(Oc3ccccc3)cc2)Oc2ccc(NC(=O)Nc3ccc(C(F)(F)F)cc3)cc2C1=O
-3,C[C@@H]1CN([C@@H](C)CO)C(=O)Cc2cc(NS(C)(=O)=O)ccc2O[C@@H]1CN(C)C(=O)Nc1ccc2c(c1)OCO2
9,C[C@@H]1CN([C@@H](C)CO)C(=O)c2cccc(NC(=O)NC3CCCCC3)c2O[C@@H]1CN(C)C

Other compounds follow:
NSD2 block,Molecule
-2,COc1cccc(S(=O)(=O)Nc2ccc3c(c2)[C@@H]2C[C@@H](CC(=O)NCc4ccccc4F)O[C@@H](CO)[C@@H]2O3)c1
8,C[C@@H]1CN([C@H](C)CO)S(=O)(=O)c2ccc(-c3ccc(C#N)cc3)cc2O[C@H]1CN(C)Cc1cccc(F)c1
-7,C[C@H]1CCCCO[C@@H](CN(C)Cc2ccc(C(F)(F)F)cc2)[C@@H](C)CN([C@@H](C)CO)C(=O)c2cc(NS(=O)(=O)c3ccc(Cl)cc3)ccc2O1
-6,C[C@@H]1CCCCO[C@H](CN(C)S(=O)(=O)c2cn(C)cn2)[C@H](C)CN([C@@H](C)CO)C(=O)c2cc(NS(=O)(=O)c3ccc(F)cc3)ccc2O1
0,COc1ccc(S(=O)(=O)Nc2ccc3c(c2)[C@H]2C[C@H](CC(=O)O)O[C@H](CO)[C@H]2O3)cc1
-3,C[C@@H]1CN([C@H](C)CO)C(=O)CCCn2nncc2CO[C@@H]1CN(C)S(=O)(=O)c1ccc(Oc2ccccc2)cc1
2,COc1ccc(NC(=O)N(C)C[C@H]2OCCCC[C@H](C)Oc3ccc(NC(=O)NC4CCCCC4)cc3C(=O)N([C@@H](C)CO)C[C@@H]2C)cc1
9,C[C@@H]1CCCCO[C@H](CN(C)C(=O)Nc2ccc(F)cc2)[C@@H](C)CN([C@H](C)CO)C(=O)c2cc(N(C)C)ccc2O1

(more compounds)
NSD2 block,Molecule
2,Cc1ccc(-c2ccc3c(c2)O[C@@H](CN(C)CC2CC2)[C@@H](C)CN([C@@H](C)CO)S3(=O)=O)cc1
2,CC(C)NC(=O)N(C)C[C@@H]1Oc2cc(C#Cc3cccc(F)c3)ccc2S(=O)(=O)N([C@H](C)CO)C[C@@H]1C
8,O=C(C[C@H]1CC[C@@H](NC(=O)Cc2ccccn2)[C@@H](CO)O1)NCCc1ccccc1
0,Cc1ccc(S(=O)(=O)Nc2ccc3c(c2)C(=O)N([C@H](C)CO)C[C@@H](C)[C@@H](CN(C)Cc2ccc(C(F)(F)F)cc2)OCCCC[C@@H](C)O3)cc1
-4,C[C@@H]1CN([C@H](C)CO)C(=O)c2cc(-c3ccccc3F)cnc2O[C@H]1CN(C)C(=O)NC1CCCCC1
-5,N#Cc1ccccc1NC(=O)CN1CCC(C(N)=O)CC1
-3,O=C(O)CCCCCC(=O)N/N=C/c1cn(S(=O)(=O)c2ccccc2)c2ccccc12
-2,Cc1noc(C)c1S(=O)(=O)N(C)C[C@H]1OCCCC[C@@H](C)Oc2ccc(NC(=O)NC(C)C)cc2C(=O)N([C@@H](C)CO)C[C@@H]1C

Overlap with the part before: two compounds, followed by the next part.
NSD2 block,Molecule
-3,O=C(O)CCCCCC(=O)N/N=C/c1cn(S(=O)(=O)c2ccccc2)c2ccccc12
-2,Cc1noc(C)c1S(=O)(=O)N(C)C[C@H]1OCCCC[C@@H](C)Oc2ccc(NC(=O)NC(C)C)cc2C(=O)N([C@@H](C)CO)C[C@@H]1C
0,C[C@@H]1CN([C@@H](C)CO)C(=O)c2cc(C#CC3CC3)cnc2O[C@H]1CN(C)C(=O)Nc1ccccc1
61*,O=C(NO)c1ccc(C(=O)N/N=C/c2ccc(O)c(O)c2O)cc1
-3,C[C@@H]1CN([C@@H](C)CO)C(=O)c2cc(C#Cc3cccnc3)cnc2O[C@H]1CN(C)S(C)(=O)=O
8,C[C@H](CO)N1C[C@H](C)[C@H](CN(C)Cc2cccc(C(=O)O)c2)Oc2ncc(C#C[C@@H](C)O)cc2C1=O
3,O=C(NO)c1cccc(C(=O)N/N=C/c2ccc(N3CCCC3)cc2)c1
3,C[C@@H]1CN([C@H](C)CO)C(=O)Cc2cc(NC(=O)c3ccncc3)ccc2O[C@H]1CN(C)S(C)(=O)=O
?,C[C@@H]1CN([C@H](C)CO)C(=O)c2cc(NC(=O)C3CCCCC3)ccc2O[C@H]1CN(C)C(=O)Nc1cccc2ccccc12
1,COc1cccc(S(=O)(=O)Nc2ccc3c(c2)[C@@H]2C[C@H](CC(=O)N(C)C)O[C@H](CO)[C@@H]2O3)c1

More structures
NSD2 block,Molecule
-5,CC(C)(C)Sc1nc2ccccc2[nH]c1=S
1,CC(C)NC(=O)Nc1cccc2c1O[C@@H](CN(C)S(=O)(=O)c1cccs1)[C@@H](C)CN([C@H](C)CO)C2=O
-2,COc1ccc(CN(C)C[C@H]2Oc3ccc(NC(=O)Cc4cn(C)c5ccccc45)cc3CC(=O)N([C@@H](C)CO)C[C@@H]2C)cc1
0,CC(C)CC1(C)N=C(c2ccccc2)C(=S)N1 (configuration not stated)
-9,CCCNC(=O)N(C)C[C@@H]1Oc2cc(C#CCC(C)C)ccc2S(=O)(=O)N([C@@H](C)CO)C[C@H]1C
0,O=C(C[C@@H]1CC[C@H](NC(=O)Nc2ccc3c(c2)OCO3)[C@@H](CO)O1)NCc1ccc(Cl)cc1
-2,COc1ccc(S(=O)(=O)N(C)C[C@H]2Oc3ccc(NC(=O)Cn4cnnn4)cc3C(=O)N([C@H](C)CO)C[C@H]2C)cc1
-1,COC(=O)C[C@@H]1CC[C@H](NS(=O)(=O)c2ccc(OC)cc2)[C@@H](CO)O1

12 consecutive records out of the list so far:
NSD2 block,Molecule
3,O=C(NO)c1cccc(C(=O)N/N=C/c2ccc(N3CCCC3)cc2)c1
3,C[C@@H]1CN([C@H](C)CO)C(=O)Cc2cc(NC(=O)c3ccncc3)ccc2O[C@H]1CN(C)S(C)(=O)=O
?,C[C@@H]1CN([C@H](C)CO)C(=O)c2cc(NC(=O)C3CCCCC3)ccc2O[C@H]1CN(C)C(=O)Nc1cccc2ccccc12
1,COc1cccc(S(=O)(=O)Nc2ccc3c(c2)[C@@H]2C[C@H](CC(=O)N(C)C)O[C@H](CO)[C@@H]2O3)c1
-5,CC(C)(C)Sc1nc2ccccc2[nH]c1=S
1,CC(C)NC(=O)Nc1cccc2c1O[C@@H](CN(C)S(=O)(=O)c1cccs1)[C@@H](C)CN([C@H](C)CO)C2=O
-2,COc1ccc(CN(C)C[C@H]2Oc3ccc(NC(=O)Cc4cn(C)c5ccccc45)cc3CC(=O)N([C@@H](C)CO)C[C@@H]2C)cc1
0,CC(C)CC1(C)N=C(c2ccccc2)C(=S)N1 (configuration not stated)
-9,CCCNC(=O)N(C)C[C@@H]1Oc2cc(C#CCC(C)C)ccc2S(=O)(=O)N([C@@H](C)CO)C[C@H]1C
0,O=C(C[C@@H]1CC[C@H](NC(=O)Nc2ccc3c(c2)OCO3)[C@@H](CO)O1)NCc1ccc(Cl)cc1
-2,COc1ccc(S(=O)(=O)N(C)C[C@H]2Oc3ccc(NC(=O)Cn4cnnn4)cc3C(=O)N([C@H](C)CO)C[C@H]2C)cc1
-1,COC(=O)C[C@@H]1CC[C@H](NS(=O)(=O)c2ccc(OC)cc2)[C@@H](CO)O1

Additional compounds.
NSD2 block,Molecule
-1,CC(C)NC(=O)N(C)C[C@H]1OCCCC[C@H](C)Oc2ccc(NS(=O)(=O)c3ccc(F)cc3)cc2C(=O)N([C@@H](C)CO)C[C@H]1C
-5,COc1c(C(O)CC(C)C)ccc2c1C(=O)OCc1cc(C)cc(O)c1O2 (configuration not stated)
6,CC(C)CC#Cc1ccc2c(c1)O[C@@H](CN(C)Cc1ccncc1)[C@H](C)CN([C@@H](C)CO)S2(=O)=O
-4,O=C(O)CCCCCCC(=O)N/N=C/c1ccncc1Br
-1,COc1ccc(S(=O)(=O)N(C)C[C@H]2Oc3c(NC(=O)c4cc(C)nn4C)cccc3C(=O)N([C@H](C)CO)C[C@H]2C)cc1
-12,C[C@@H]1CN([C@H](C)CO)C(=O)Cc2cc(NC(=O)CCN3CCOCC3)ccc2O[C@H]1CN(C)Cc1ccc(-c2ccccc2)cc1
2,CC(=O)N(C)C[C@H]1Oc2cc(-c3ccncc3)ccc2S(=O)(=O)N([C@@H](C)CO)C[C@H]1C
-3,Cc1ccc(S(=O)(=O)Nc2ccc3c(c2)C(=O)N([C@H](C)CO)C[C@@H](C)[C@@H](CN(C)C(=O)NC(C)C)O3)cc1

The list continues:
NSD2 block,Molecule
1,C[C@@H]1CN([C@@H](C)CO)C(=O)c2cc(-c3ccccc3F)cnc2O[C@H]1CN(C)C(=O)CN(C)C
1,C[C@H](CO)N1C[C@H](C)[C@H](CN(C)Cc2ccccc2)Oc2ncc(-c3cccc(C#N)c3)cc2C1=O
9,C[C@@H]1CN([C@@H](C)CO)C(=O)c2cc(NS(=O)(=O)c3cccs3)ccc2O[C@H]1CN(C)C(=O)Nc1ccc2c(c1)OCO2
0,C[C@@H]1CN([C@H](C)CO)C(=O)c2cc(/C=C/c3ccccc3)cnc2O[C@H]1CN(C)S(=O)(=O)c1ccccc1F
-1,COc1ccc(NC(=O)Nc2ccc3c(c2)C(=O)N([C@H](C)CO)C[C@@H](C)[C@@H](CN(C)C(=O)Nc2ccccc2)O3)cc1
-5,COC(=O)C[C@H]1C[C@@H]2c3cc(NS(C)(=O)=O)ccc3O[C@@H]2[C@@H](CO)O1
8,COc1ccc(OC)c2c(C)cc(Cl)nc12
12,COC(=O)c1cn(CC(=O)N2CCN(c3ccccc3)CC2)nn1

(cont.)
NSD2 block,Molecule
-8,Cc1ccc(S(=O)(=O)N(C)C[C@@H]2Oc3ccc(NC(=O)Nc4c(C)noc4C)cc3C(=O)N([C@@H](C)CO)C[C@@H]2C)cc1
-3,C[C@@H]1CN([C@@H](C)CO)C(=O)c2cc(-c3ccc(F)cc3)cnc2O[C@H]1CN(C)C(=O)c1cccnc1
-6,C[C@H]1CN([C@@H](C)CO)C(=O)Cc2cc(NC(=O)Nc3ccc4c(c3)OCO4)ccc2O[C@H]1CN(C)Cc1ccc2c(c1)OCO2
4,CC(=O)N(C)C[C@@H]1Oc2cc(C#Cc3ccncc3)ccc2S(=O)(=O)N([C@@H](C)CO)C[C@@H]1C
-7,COC(=O)[C@]1(C)CCC[C@@]2(C)[C@H]1CC=C(C)[C@@H]2CCc1ccoc1
-1,COc1ccc(S(=O)(=O)N(C)C[C@@H]2Oc3c(NC(=O)c4ccncc4)cccc3C(=O)N([C@@H](C)CO)C[C@H]2C)cc1
5,NC(=O)COc1ccccc1/C=N/NC(=O)CCCCCC(=O)NO
8,CN1CCN(C(=O)C[C@H]2CC[C@H](NC(=O)c3ccc4c(c3)OCO4)[C@@H](CO)O2)CC1
